# PME-1 primary – blocks human protein phosphatase methylesterase 1; inhibition, % at 5.9 µM; 0.53% of 320,000 active; Q9Y570; recombinant PME-1, FP-Rh probe fluorescence polarization;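 active means inhibition above the campaign mean of all compounds plus 3 SD, cut at about 26% in these data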;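 further: competitive labeling of PME-1 active site by serine hydrolase directed probe; 0% = PME-1 with DMSO and 100% = wells lacking PME-1 enzyme; inhibitors block probe labeling so polarization falls and inhibition rises; many of its hits are not listed in these tables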
# Target sequence (Q9Y570 whole entry, looked up): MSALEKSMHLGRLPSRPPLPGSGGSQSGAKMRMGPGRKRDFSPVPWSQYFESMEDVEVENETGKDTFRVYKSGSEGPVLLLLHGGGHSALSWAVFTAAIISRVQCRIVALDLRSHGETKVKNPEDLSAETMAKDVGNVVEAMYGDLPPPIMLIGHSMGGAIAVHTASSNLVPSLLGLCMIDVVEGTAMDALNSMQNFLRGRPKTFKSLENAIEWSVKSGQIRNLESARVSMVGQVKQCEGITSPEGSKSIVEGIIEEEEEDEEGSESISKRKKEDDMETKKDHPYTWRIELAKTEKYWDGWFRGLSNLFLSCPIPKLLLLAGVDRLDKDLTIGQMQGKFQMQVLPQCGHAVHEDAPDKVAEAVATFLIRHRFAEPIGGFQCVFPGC
# BCLXL inh – inhibitors of human Bcl-xL; Q07817; GST-Bcl-xL / FITC-Bim BH3 peptide fluorescence polarization; inhibition, % at 10.9 µM; 0.7% of 320,000 active;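 active means inhibition above the mean of all tested compounds plus 3 SD, cutoff set per campaign, cut at about 30% in these data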;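 further: 0% = DMSO wells and 100% = unlabeled Bim-BH3 peptide competitor; inhibitors lower millipolarization by displacing the labeled peptide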
# MEX-5 binding – C. elegans MEX-5 TCR-2 RNA binding activity. Q9XUB2. MEX-5/FITC-TCR2 RNA binding, fluorescence polarization; active compounds read low. activity score (negative = inhibition of binding), % at 10 µM. 0.38% of 300,000 active. AID 1832;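 active means inhibition past about -25% in most replicates, and total fluorescence under double the plate's negative control median, limit read from the data; inconclusive means replicates evenly split on the limit, or fluorescence at least double controls; inactive means too little inhibition in most replicates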;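 further: 0% = DMSO and -100% = 5 µM competing unlabeled TCR2 RNA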
# Efflux pump mplx – antifungal efflux pump inhibition, Nile Red retention. 0.44% of 330,000 active. inhibition, % at 10 µM. S. cerevisiae Candida pump triplex;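 active means plate passing quality check with inhibition over a set limit, or well fluorescence over plate mean plus 4 SD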;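 further: Nile Red retained in pooled yeast measured as flow cytometry median fluorescence; 0% = buffer negative control and 100% = Enniatin B positive control; higher means more Nile Red kept so more efflux inhibition; some compounds called inactive have numbers as strong as hits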
# GLD-1 TGE inh – GLD-1-TGE RNA interaction inhibition (C. elegans); 0.44% of 320,000 active; purified GLD-1 + fluorescein TGE RNA, fluorescence polarization; AID 2280; inhibition, % at 5.96 µM; Q17339;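 active means percent inhibition above a per-plate cutoff, the plate mean of test compounds plus 3 SD, cut at about 30% in these data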;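 further: 0% = DMSO wells with GLD-1 and probe and 100% = wells lacking GLD-1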
# Target sequence (Q17339 whole entry, looked up): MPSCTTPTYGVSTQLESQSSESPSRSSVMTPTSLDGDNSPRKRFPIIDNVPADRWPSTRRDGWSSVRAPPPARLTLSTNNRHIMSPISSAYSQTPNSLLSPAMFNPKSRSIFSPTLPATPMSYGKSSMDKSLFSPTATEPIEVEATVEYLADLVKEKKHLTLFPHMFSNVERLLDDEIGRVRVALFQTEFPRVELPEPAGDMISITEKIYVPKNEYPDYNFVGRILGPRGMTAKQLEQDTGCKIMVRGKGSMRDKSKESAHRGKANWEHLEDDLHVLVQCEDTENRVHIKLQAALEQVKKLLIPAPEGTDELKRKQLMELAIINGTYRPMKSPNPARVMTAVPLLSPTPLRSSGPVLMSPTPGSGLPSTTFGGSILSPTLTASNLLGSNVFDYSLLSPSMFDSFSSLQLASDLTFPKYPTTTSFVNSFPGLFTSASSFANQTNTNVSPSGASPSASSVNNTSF
# VLA-4 inh – inhibition in a human VLA-4 binding assay. inhibition, % (about 7 µM as worked out from the volumes in the protocol). P13612. VLA-4 expressing cells, ligand binding flow cytometry. 0.2% of 330,000 active; in the data active means inhibition above about 50%
# MCL1 BIM primary – MCL1-BIM-BH3 interaction inhibition (human); Q07820; GST-MCL1 / FITC-Bim-BH3 fluorescence polarization; inhibition, % at 10.9 µM; 0.68% of 320,000 active; AID 2057;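 active means inhibition above the mean inhibition of all tested compounds plus 3 SD, set per campaign, cut at about 40% in these data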;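 further: 0% = DMSO wells and 100% = unlabeled Bim-BH3 peptide control; higher means more loss of mP so more displacement of Bim peptide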
# GRK2 aptamer HTS – inhibitors of human GRK2 displacing RNA aptamer; P25098; bead flow cytometry, FAM-aptamer displacement from GRK2; inhibition of aptamer binding, % at 10 µM; 0.59% of 330,000 active; AID 488847;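 active means inhibition of aptamer binding above 40%, roughly 3 SD of noise, on plates passing a quality check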;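 further: median bead fluorescence of bound FAM aptamer so fluorescent compounds give negative values; no value below 0 was filed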
# Fam108B inh – blocks mouse Fam108B hydrolase in RBBP9 counter-screen; inhibition, % at 9.51 µM; recombinant Fam108B, FP-Rh probe fluorescence polarization; 0.33% of 300,000 active;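 active means inhibition above the screen mean inhibition plus 3 SD, computed separately per campaign, cut at about 18% in these data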;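 further: inhibitors lower polarization as less probe binds the enzyme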
# Numbers without * were called inactive; ? = inconclusive; / = not tested or not shown; + = active, no number. Some of the compounds tested; the hit share may differ from the screen's.
SMILES	PME-1 primary	BCLXL inh	MEX-5 binding	Efflux pump mplx	GLD-1 TGE inh	VLA-4 inh	MCL1 BIM primary	GRK2 aptamer HTS	Fam108B inh
Cc1csc(NC(=O)Cc2nn(C)c(=O)c3ccccc23)n1	-3.4	0.2	2.0	0.0	-3.8	2.0	-1.5	2.0	9.7
CSc1nnc(C)c(/C=C/NOCc2cccc(F)c2)n1	1.4	4.0	-1.9	0.2	3.8	-0.3	3.7	0.0	-4.0
O=C1c2ccccc2NC(c2ccc(-c3ccc(F)cc3)o2)N1O (stereo unspecified)	3.8	-9.6	/	-0.1	-14.3	15.6	-12.0	0.0	/
CCOc1ccc(-n2c(=O)[nH]cc(C(=O)N3CCc4ccccc43)c2=O)cc1	-2.5	7.3	-3.7	0.3	5.2	2.5	2.3	0.0	-2.1
O=C(NCC(c1ccco1)N1CCN(c2ccc(F)cc2)CC1)c1cccs1 (stereo unspecified)	-5.5	-4.1	-0.7	0.2	-2.3	12.6	2.1	6.0	-4.1
O=C(CCCOc1ccccc1)Nc1cccc(S(=O)(=O)N2CCOCC2)c1	/	/	/	-0.1	-7.1	6.7	/	0.0	/
CCN(CC)Cc1c(C(=O)N/N=C/c2ccc(OCc3ccccc3C)cc2)nnn1-c1nonc1N	-14.3	4.2	0.3	0.1	13.5	0.0	1.5	2.0	-9.3
O=C1CCC(c2ccccc2)=NN1Cc1c(F)cccc1Cl	18.1	0.7	0.9	0.1	-1.9	8.7	1.1	2.0	2.1
COc1ccc2c(C)cc(SCC#N)nc2c1	6.5	-4.1	-1.3	0.0	-34.0	-427.8	-12.9	0.0	1.9
CCN(CC)c1ccc2c(-c3ccc(S(=O)(=O)O)cc3S(=O)(=O)[O-])c3ccc(=[N+](CC)CC)cc-3oc2c1	+	+	?	1.9	155.1*	-213.9	+	0.0	89.6*
CN(CC(=O)Nc1ccc(F)c(F)c1)S(=O)(=O)c1cccs1	-1.3	4.1	-0.4	-0.1	-1.1	1.3	-0.5	0.0	-0.4
CCOC(=O)c1c(C)n(C)c2ccc(O)c(CN3CCC(C)CC3)c12	6.1	4.6	0.6	0.2	-5.9	6.4	6.5	1.0	2.2
CC(=O)Nc1ccc(C(=O)N(C2=NC(C)CS2)c2ccc(Cl)cc2)cc1 (stereo unspecified)	-1.6	1.9	2.0	0.0	-2.0	15.9	-6.9	11.0	-7.2
CC(=O)Nc1ccc(S(=O)(=O)C(C#N)c2nc3ccccc3nc2NCCO)cc1 (stereo unspecified)	5.3	19.7	0.0	-0.1	6.5	-9.7	8.2	2.0	3.3
CCc1ccc(Nc2nnc(SC(C)C(=O)NC3CC3)s2)cc1 (stereo unspecified)	/	/	/	-0.3	2.5	17.1	/	0.0	/
CCC(=O)Nc1ccc(C(=O)CSc2nc(N)cc(N)n2)cc1	1.2	5.0	1.0	0.1	6.8	5.0	3.0	2.0	-3.2
O=S(=O)(c1cccc(C(F)(F)F)c1)c1ccc(O)cn1	0.6	1.8	/	0.0	0.9	10.1	-3.0	0.0	-0.9
COc1ccc(C(=O)n2cnc3ccccc32)cc1[N+](=O)[O-]	-2.0	2.8	-0.1	-0.2	-0.6	-1.6	4.4	0.0	-0.8
CCOC(=O)N1CCC(NC(=O)Cn2cc3c(n2)CCCC3)CC1	8.1	1.8	-2.7	-0.1	-0.4	-11.0	-0.3	0.0	6.7
Nc1ccccc1C(=O)N(Cc1ccccc1)Cc1ccccc1	-1.0	-0.2	-1.0	0.0	-5.3	-1.0	0.3	0.0	-5.7
O=C(c1cc(-c2ccccc2Cl)on1)N1CCN(C(=O)c2ccco2)CC1	-2.3	0.9	-2.9	0.2	-2.0	8.9	-2.9	2.0	-4.8
COc1ccccc1CNC(=O)CCCOc1cc(=O)n(C)c2ccccc12	3.0	3.8	1.6	-0.1	-0.9	3.5	3.9	1.0	1.9
COc1ccc(CN(Cc2cc3cc4c(cc3[nH]c2=O)OCO4)C(=O)NC2CCCCC2)cc1	-0.1	3.4	3.0	0.1	-4.2	15.1	7.5	3.0	0.3
COc1cccc(CN(CC(=O)NC2CCCCC2)C(=O)c2csnn2)c1	-4.6	-10.3	-0.7	0.3	-5.3	12.5	-10.0	1.0	-3.6

# Three of the entries above in order of the MEX-5 binding value, ascending:
Structure | MEX-5 binding
CN(CC(=O)Nc1ccc(F)c(F)c1)S(=O)(=O)c1cccs1 | -0.4
O=C1CCC(c2ccccc2)=NN1Cc1c(F)cccc1Cl | 0.9
Cc1csc(NC(=O)Cc2nn(C)c(=O)c3ccccc23)n1 | 2.0

# The list continues:
SMILES	PME-1 primary	BCLXL inh	MEX-5 binding	Efflux pump mplx	GLD-1 TGE inh	VLA-4 inh	MCL1 BIM primary	GRK2 aptamer HTS	Fam108B inh
O=C(Nc1ccccc1)/C(=C/c1ccc(F)cc1)NC(=O)c1ccco1	1.9	-1.7	1.7	-0.1	0.8	-6.2	5.5	1.0	1.9
CCOc1ccc2c(c1)c1nnc(SCC(=O)NC3CC3)nc1n2C	2.1	5.0	-2.1	-0.4	4.8	-2.0	-1.1	3.0	0.0
Cc1ccc(N(C)C(=O)c2cc(S(=O)(=O)N3CCCC3)cn2C)cc1	1.6	0.2	1.4	0.1	2.9	1.7	0.4	0.0	4.8
CCOc1ccc(OCCN2C(=O)NC(Cc3c[nH]c4ccccc34)C2=O)cc1 (stereo unspecified)	-6.8	-0.6	0.6	-0.1	7.0	10.3	-3.1	0.0	1.3
O=C(CN(Cc1ccccc1)S(=O)(=O)c1ccccc1)N/N=C/c1ccc([N+](=O)[O-])cc1	-1.2	-0.5	1.5	0.0	-2.5	3.3	3.0	3.0	1.1
CCCCN(C)CCCNC(=O)c1cc(=O)[nH]c2ccc(S(=O)(=O)N3CCCCC3C)cc12 (stereo unspecified)	-3.0	0.6	-3.1	0.1	5.7	-3.4	-0.5	0.0	-1.8
COc1ccc(NC(=O)c2cc3cc(OC)ccc3oc2=O)cc1	-5.8	1.9	1.8	-0.1	0.5	-9.1	-1.5	2.0	4.1
COc1ccc2c(c1)C(C)CC(C)(C)N2C(=O)Nc1ccccc1 (stereo unspecified)	0.0	8.0	-0.3	-0.4	0.1	-0.8	-2.0	0.0	0.4
COc1cc(C)ccc1OCC(=O)OCC(=O)NCC1CCCCC1	/	/	/	0.2	0.6	1.6	/	2.0	/
O=c1cc(CN2CCOCC2)c2c(ccc3ccccc32)o1	4.1	3.7	/	-0.3	0.1	5.0	-0.3	1.0	-1.6
COc1ccc(CC(=O)n2[nH]c(=O)c3ccccc3c2=O)cc1OC	-4.9	8.1	-0.6	0.0	-0.5	31.5	6.1	0.0	-2.2
COc1ccc(N2C3=C(CC4=C2CCCC4=O)C(=O)CCC3)cc1	2.9	75.0*	-4.2	-0.1	7.3	0.7	77.3*	3.0	3.7
COc1cccc(CCC(=O)N2CCC(n3nccc3NC(=O)CC(C)C)CC2)c1	-3.0	7.0	0.7	-0.1	-1.2	7.0	-4.2	3.0	-3.4
C=CCn1c(SCC(=O)c2c(N)n(CCC)c(=O)n(C)c2=O)nnc1-c1ccncc1	-5.2	-0.7	/	0.1	4.8	-0.2	-2.5	0.0	-6.0
COc1cccc(-c2nc(CS(=O)(=O)CC(=O)Nc3cc(OC)ccc3OC)c(C)o2)c1	25.0	-3.8	-1.9	0.2	-5.3	9.7	1.5	0.0	-0.2
CN(C(=O)c1ccc(F)cc1)c1ccc(OCC(=O)Nc2ccccc2C(=O)O)cc1	/	/	/	-0.2	-4.8	5.8	/	2.0	/
N#Cc1c(-c2ccccc2)ccn(Cc2ccc(Cl)cc2)c1=O	9.1	8.3	1.7	0.2	0.3	3.1	12.1	5.0	4.4
CC1Cc2ccccc2N1C(=O)C1CCN(S(=O)(=O)c2cccs2)CC1 (stereo unspecified)	3.6	-1.3	-0.4	0.2	-4.0	1.2	-0.5	2.0	0.1
CCn1nc(C)c(NC(=O)CCCSc2nc(-c3ccco3)cc(C(F)(F)F)n2)c1C	-2.7	5.8	0.6	-0.1	-6.6	17.0	-4.9	0.0	-3.5
CC1CN(S(=O)(=O)c2cc(C(=O)N3CCCCC3C)ccc2Cl)CC(C)O1 (stereo unspecified)	/	/	/	0.3	-0.4	11.1	/	0.0	/
CCc1nnc(NS(=O)(=O)c2ccc(NC(=O)c3ccc(S(=O)(=O)N(CC)CC)cc3)cc2)s1	-5.2	5.4	-2.5	0.1	-6.3	-7.5	-3.3	1.0	1.2
CCN(CC(=O)NCc1cccs1)c1ccc(S(=O)(=O)N2CCCC2)cn1	1.1	2.8	0.9	0.5	8.8	4.8	8.4	0.0	1.4
Cc1ccc2c(c1)NC(C(C)(C)C)CO2 (stereo unspecified)	-2.9	8.4	-3.9	-0.3	5.9	-1.6	2.0	0.0	3.6
Cc1ccc(C(=O)c2c3ccc([N+](=O)[O-])cc3[n+]([O-])n2CCCC(N)=O)cc1	-2.4	4.7	-0.4	-0.1	-3.1	-0.1	-0.6	1.0	-0.5
CS(=O)(=O)N(Cc1ccccc1Cl)c1ccc(C(=O)NCc2ccccn2)cc1	5.2	0.5	2.6	-0.3	1.4	5.9	13.3	3.0	0.7
O=C(/C=C/c1cccnc1)c1ccc(O)cc1	-1.1	7.0	-1.4	0.0	1.3	6.9	19.1	1.0	0.4
Cc1ccc(-c2noc(-c3c(C)noc3C)n2)cc1	-3.9	-1.2	1.1	0.0	5.3	4.8	1.3	4.0	2.3
O=C1C(Cl)=C(NCC2CCCO2)C(=O)N1C1CCCCC1 (stereo unspecified)	-3.7	14.0	0.1	0.0	1.6	7.0	3.1	4.0	-0.8
C[C@H]1CCC[C@]2(O[C@H](CCO)C[C@@H](O)[C@@H]2O)O1	-0.2	6.3	-1.1	0.0	-5.6	13.1	6.8	5.0	2.1
O=C(c1sc2ccccc2c1Cl)N1CCN(c2ccccc2F)CC1	3.8	1.9	0.7	20.8*	9.7	12.8	1.4	/	-2.1
COc1ccc(CCNC(=O)CSc2ccc3ccccc3c2)cc1OC	1.5	5.1	-2.0	0.1	-0.7	-0.1	3.7	0.0	3.5
CC(C)(C)c1ccc(Cn2nnc3c(=O)[nH]c(C4CCCN(C(=O)c5cccs5)C4)nc32)cc1 (stereo unspecified)	24.5	3.1	0.8	-0.2	7.4	-7.9	2.4	1.0	-2.5
COc1ccc(C(=S)N2CCCCC2)cc1Br	1.7	-0.5	-1.1	0.3	-9.1	41.5	4.9	2.0	-2.6
Cc1cc(NC(=O)CSc2nnnn2C2CCCC2)no1	2.8	0.8	-2.2	0.2	-4.5	-2.3	6.6	2.0	2.2
CCN(C[C@H]1N[C@@](C)(C(=O)OC)[C@H]2C(=O)N(C)C(=O)[C@@H]12)C(=O)Nc1ccccc1	/	/	/	0.1	5.8	25.2	/	6.0	/
CS(=O)(=O)N(CC(=O)Nc1ccc(Cl)c(Cl)c1)C1CCCCC1	-0.1	2.5	0.3	-0.1	10.1	7.4	7.5	3.0	-5.0

# Screening data as filed in PubChem BioAssay.
